Bioassay records as filed in PubChem BioAssay.
LMP1 NFkB inh – EBV LMP1-driven NF-kappaB luciferase reporter inhibitors, primary screen, cell-based, luminescence, single point | LMP1-induced NF-kappaB luciferase reporter cells | inhibition, % at 12.5 µM | AID 504558, 2011 | actives 0.69% (n = 350,000); in the data active = inhibition above about 41%;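 note: 0% = neutral control wells and 100% = reference inhibitor control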
COUP-TFII inh – NR2F2 transcriptional activity inhibitors, primary screen, cell-based, luciferase reporter, HEK293T, luminescence | COUP transcription factor 2 (Homo sapiens), P24468 | HEK293T NGFI-A luciferase reporter | inhibition, % at 8.6 µM | actives 0.7% (n = 370,000) | AID 686940, 2013;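 active = inhibition above a per-plate cutoff, mean inhibition of test wells between control levels plus 3 SD, cut at about 38% in these data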;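 note: cells cotransfected with COUP-TFII expression vector driving the NGFI-A reporter; 0% = median of COUP-TF2 test wells and 100% = reporter-only cells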
Shn3 inh set2 – reduction of Shn3 3'UTR firefly luciferase signal, primary screen, Schnurri-3 inhibitor project, cell-based, Clone20 osteoblasts, set 2. Clone20 osteoblast Shn3 3'UTR firefly luciferase, 24 h. actives 0.52% (n = 360,000). inhibition, % at 12.5 µM;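 active = mean inhibition of at least 75% with every replicate also reaching 75%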;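 note: 0% = median of neutral control wells and 100% = pilot-screen positive control compound; some compounds past the cut are filed as inactive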
LRH-1 inv ag – LRH-1 (NR5A2) inverse agonists, primary screen, cell-based, luminescence, HEK293T, StAR-luciferase reporter; LRH-1 transfected, 24 h; inhibition, % at 3.6 µM; actives 0.13% (n = 360,000);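 active = inhibition above the mean inhibition of all tested compounds plus 3 SD, cut at about 73% in these data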;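 note: 0% = DMSO wells and 100% = reporter-only cells lacking LRH-1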
TWEAK-Fn14 inh – inhibitors of TWEAK-Fn14 signaling, primary screen, luciferase reporter cells, uHTS; actives 2% (n = 360,000); TWEAK-stimulated Fn14 reporter cells, luciferase luminescence, 8 h; inhibition, % at 10 µM; AID 1159606, 2016; in the data active = inhibition above about 50%
CF NFkB block – inhibitors of PAF-induced NF-kB signaling, primary screen, cell-based, GFP fluorescence, uHTS | KKLEB NF-kB-GFP reporter, GFP fluorescence overnight | inhibition, % at 5 µM | actives 0.86% (n = 360,000) | AID 588850, 2011;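 active = at least 50% inhibition at 5 µM, scaled per plate between neutral and stimulator controls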;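 note: PAF is a Pseudomonas aeruginosa culture filtrate used as stimulus; plate controls were PAF-stimulated DMSO wells for no effect and unstimulated DMSO wells for full effect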
TRAIL sens C8 – viability loss with TRAIL in NB7+C8 cells, primary screen, TRAIL sensitizer project, cell-based, ATPlite luminescence; actives 1% (n = 360,000); inhibition (viability loss, TRAIL sensitization), % at 10 µM; AID 624354, 2012;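 active = compounds causing at least 50% loss of cell viability in the single-dose screen, relative to plate controls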
TROY NFkB inh – inhibitors of TROY-driven NF-kB signaling, primary screen, Q293 LMP1-TROYcd cells, NF-kB luciferase, uHTS; Q293 LMP1-TROYcd NF-kB luciferase reporter, 4 h; inhibition, % at 10 µM; actives 0.98% (n = 360,000); AID 1347056, 2019;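 active = compounds whose plate-normalised and pattern-corrected inhibition of the luciferase reporter signal at the single screening dose is 50% or more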
NCOA1 inh – SRC1 coactivator transcriptional activity inhibitors, primary screen, cell-based, luminescence; Nuclear receptor coactivator 1 (Homo sapiens), Q15788; HEK293 GAL4-SRC1 luciferase reporter; inhibition, % at 3.6 µM; actives 0.12% (n = 360,000); AID 588354, 2011;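 active = inhibition above the campaign mean plus 3 SD, with each screening campaign given its own cutoff, cut at about 60% in these data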;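 note: 0% = DMSO treated cells and 100% = gossypol at 36 µM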
Target sequence (Q15788 whole entry, looked up, the tested form may be a part): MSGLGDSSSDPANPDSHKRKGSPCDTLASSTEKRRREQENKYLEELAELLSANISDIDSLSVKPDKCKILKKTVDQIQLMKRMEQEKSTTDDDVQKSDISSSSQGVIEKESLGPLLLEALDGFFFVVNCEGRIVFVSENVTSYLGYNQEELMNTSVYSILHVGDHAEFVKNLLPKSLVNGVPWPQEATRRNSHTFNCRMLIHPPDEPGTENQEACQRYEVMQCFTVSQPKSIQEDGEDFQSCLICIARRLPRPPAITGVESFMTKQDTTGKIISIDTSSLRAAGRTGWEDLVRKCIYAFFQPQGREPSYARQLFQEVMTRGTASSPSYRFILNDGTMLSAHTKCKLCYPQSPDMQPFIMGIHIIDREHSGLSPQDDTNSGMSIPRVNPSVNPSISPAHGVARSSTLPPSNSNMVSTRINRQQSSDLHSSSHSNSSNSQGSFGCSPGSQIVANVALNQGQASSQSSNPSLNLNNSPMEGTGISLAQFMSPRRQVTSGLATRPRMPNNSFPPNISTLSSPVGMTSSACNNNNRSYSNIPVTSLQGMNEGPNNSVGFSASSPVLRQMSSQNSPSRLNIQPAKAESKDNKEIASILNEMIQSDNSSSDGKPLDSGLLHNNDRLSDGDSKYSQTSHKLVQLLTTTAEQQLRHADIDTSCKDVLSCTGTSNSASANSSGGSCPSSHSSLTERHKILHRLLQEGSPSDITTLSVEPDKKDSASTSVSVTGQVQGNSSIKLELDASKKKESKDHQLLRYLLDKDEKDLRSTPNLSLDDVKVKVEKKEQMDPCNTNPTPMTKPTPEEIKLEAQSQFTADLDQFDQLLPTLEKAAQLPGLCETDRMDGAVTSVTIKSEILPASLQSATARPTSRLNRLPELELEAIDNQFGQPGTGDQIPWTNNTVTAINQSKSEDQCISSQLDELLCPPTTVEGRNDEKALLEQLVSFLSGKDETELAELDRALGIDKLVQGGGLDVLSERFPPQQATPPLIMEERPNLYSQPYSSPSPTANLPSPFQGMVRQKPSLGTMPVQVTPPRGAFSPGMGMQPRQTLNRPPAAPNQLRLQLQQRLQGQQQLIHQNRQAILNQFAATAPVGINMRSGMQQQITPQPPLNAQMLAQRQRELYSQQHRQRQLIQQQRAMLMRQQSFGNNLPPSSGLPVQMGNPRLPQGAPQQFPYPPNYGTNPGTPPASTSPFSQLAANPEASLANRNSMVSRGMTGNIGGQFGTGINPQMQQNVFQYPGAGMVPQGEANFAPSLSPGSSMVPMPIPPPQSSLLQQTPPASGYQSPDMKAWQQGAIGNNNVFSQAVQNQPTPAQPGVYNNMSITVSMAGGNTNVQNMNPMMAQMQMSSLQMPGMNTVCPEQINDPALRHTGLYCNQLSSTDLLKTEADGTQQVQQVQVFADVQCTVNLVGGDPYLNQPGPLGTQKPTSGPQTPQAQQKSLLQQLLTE
KKLEB cytotox – cytotoxicity in KKLEB CF airway cells, primary screen, cytotoxicity control for CF NF-kB inhibitor project, cell-based, uHTS, fluorescence assay plates; activity change (cytotoxicity), % at 5 µM; KKLEB CF airway cells viability, ATPlite luminescence, overnight; active compounds read low; cells stimulated with P. aeruginosa culture filtrate; actives 0.36% (n = 360,000);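 active = corrected activity change at or below -50% at 5 µM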
NCOA3 inh – SRC3 coactivator transcriptional activity inhibitors, primary screen, cell-based, luminescence. Nuclear receptor coactivator 3 (Homo sapiens), Q9Y6Q9. HEK293 GAL4-SRC3 luciferase reporter. inhibition, % at 3.6 µM. actives 0.17% (n = 360,000). AID 588352, 2011;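 active = inhibition above a per-campaign cutoff, the mean of all compounds plus 3 SD, cut at about 60% in these data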;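 note: 0% = DMSO-treated cells and 100% = gossypol-treated cells at 36 µM; higher means less SRC3-driven luciferase light from the GAL4 reporter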
The depositor's hits bear a star; . = no result given.

molecule,LMP1 NFkB inh,COUP-TFII inh,Shn3 inh set2,LRH-1 inv ag,TWEAK-Fn14 inh,CF NFkB block,TRAIL sens C8,TROY NFkB inh,NCOA1 inh,KKLEB cytotox,NCOA3 inh
CCOC(=O)c1cccc(NC(=O)CN2C(=O)C3C4C=CC(C4)C3C2=O)c1 (stereo not drawn),-4.1,-5.2,-8.4,-7.1,-10.0,3.1,-9.5,-17.0,-7.5,-4.1,-22.7
Cc1cccc(OCC(=O)Nc2ccc3c4c(cccc24)CC3)c1C,-4.9,10.3,3.0,13.2,-14.2,2.2,4.6,-19.8,-21.2,5.8,0.9
CC1CC(C)CN(C(=O)COC(=O)CNC(=O)C23CC4CC(CC(C4)C2)C3)C1 (stereo not drawn),0.9,-4.7,-2.5,-19.9,0.9,13.3,-8.9,3.3,-25.0,9.6,0.1
COCCn1c(N)c(N(Cc2ccccc2)C(=O)COc2ccccc2F)c(=O)[nH]c1=O,-4.4,-8.9,-9.2,1.5,-8.6,22.4,0.3,-16.4,-6.1,-11.4,-1.1
Cc1cc(=O)[nH]c(SCCOc2ccc3c(c2)CCC3)n1,-13.8,2.3,-43.8,-20.5,-1.0,-7.0,7.3,-24.4,-20.9,-5.2,-29.8
N#CCC(=O)N/N=C\c1cccc(OC/C=C/c2ccccc2)c1,13.7,-44.5,-5.5,-138.3,5.9,-5.1,-4.2,-59.3,-174.0,8.8,-128.4
Cc1ccc(NC(=O)CN2C(=O)S/C(=C\C(=O)Nc3ccc(Cl)cc3)C2=O)cc1,-0.7,3.1,13.6,-12.1,-36.1,11.2,5.5,-3.8,9.0,0.9,12.8
COc1ccc(C2SCC(=O)N2C)cc1 (stereo not drawn),3.4,-23.9,21.6,8.8,-2.7,-3.6,-4.8,-10.8,2.5,-1.0,-6.6
CCc1nnc(NS(=O)(=O)c2ccc(NC(=S)NC(=O)c3ccc(Br)cc3)cc2)s1,0.6,-16.4,7.8,-1.7,15.7,10.4,2.0,-35.7,8.0,-7.8,4.7
O=C(c1cc(Sc2cccc(Cl)c2)nc2ccccc12)N1CCN(c2ccccn2)CC1,0.2,-3.7,15.0,-15.8,20.4,4.5,-8.6,-2.2,-7.0,-12.1,24.1
O=C(NCC1CCCCC1)c1cc(S(=O)(=O)N2CCOCC2)ccc1F,-14.5,-9.4,-3.0,-6.7,17.6,3.7,-11.3,-3.3,-13.9,-8.6,12.7
Cc1cc(C)c2c(n1)sc1c(=O)n(-c3ccccc3)c(=O)[nH]c12,-3.2,-9.1,1.3,2.8,22.1,0.7,-10.7,-4.5,6.5,-0.2,31.7
COCCCNC(=O)CCc1c(C)nc2c(c(C)nn2-c2ccccc2)c1C,-0.7,2.7,-17.8,19.1,16.8,4.9,-13.8,5.8,12.3,-1.1,0.2
CCN1CCN(c2nc(SC)nc3sc4c(c23)CC(C)(C)OC4)CC1,-19.2,-0.9,-3.7,5.0,-1.5,-6.6,-6.5,19.8,4.2,1.2,13.7
O=C(Nc1cnn(C23CC4CC(CC(C4)C2)C3)c1)c1cnn2c(C(F)(F)F)cc(-c3ccco3)nc12,13.0,5.3,13.7,-0.1,95.7*,15.9,64.2*,81.4*,-3.9,-25.2,3.5
COc1ccc(C2C(C(=O)Nc3ccc4c(c3)OCCO4)c3ccccc3C(=O)N2C)cc1 (stereo not drawn),8.4,7.5,38.8,9.9,-11.9,3.8,14.3,-8.4,-18.2,2.4,-5.1
Cc1nnc(NC(=O)CSc2nc3c(c(=O)n2C)SC(C)C3)s1 (stereo not drawn),1.1,-1.5,3.0,1.5,-4.3,-5.1,18.2,4.8,-14.1,2.5,-8.9
CCOc1ccc(-n2c(=O)[nH]c3sc4c(c3c2=O)CCCC4)cc1,2.5,13.8,-3.3,16.8,-11.6,-3.3,-5.9,-2.2,-7.3,8.0,10.8
Cc1ccc(C2CC(=O)Oc3cc(O)ccc32)cc1 (stereo not drawn),6.4,-1.1,-3.4,-0.6,4.3,-7.4,-12.8,-19.4,9.9,-9.6,-6.0
CCOc1ccccc1CNC(=O)C1CCC(=O)N1C(C)C (stereo not drawn),5.5,2.7,15.7,4.9,-8.1,-7.3,-2.2,3.2,-13.6,9.1,-10.0
COCCN(C(=S)Nc1cc(C)cc(C)c1)C(C)c1cccnc1 (stereo not drawn),0.6,-2.8,7.6,-2.9,-0.7,19.2,-10.8,-5.1,9.7,-1.4,-23.5
Cc1ccc(C(=O)NC(=S)N(C)C2CCCCC2)cc1,-11.4,-17.4,-60.8,-65.1,-22.2,8.6,20.7,-25.2,-32.5,7.2,-43.6
Cc1ccc(NC(=O)c2nc[nH]c2C(=O)N[C@@H](CCCCNC(=O)OC(C)(C)C)C(=O)OC(C)(C)C)cc1,0.1,0.4,18.3,23.6,21.4,-3.1,46.4,11.7,4.5,-0.9,-0.7
COC(=O)C1=C(N)OC2=C(C(=O)CC(C)(C)C2)C1c1ccccc1OC (stereo not drawn),3.8,3.4,-2.4,-2.4,-5.6,-3.1,8.5,0.3,-6.0,4.6,8.1
O=C(NCc1ccccc1Cl)c1ccc2nc([C@@H]3O[C@H](CO)[C@H](O)[C@H](O)[C@H]3O)[nH]c2c1,.,.,-0.4,-2.1,2.1,-5.0,-10.3,1.2,-3.9,10.0,-3.9
Cc1cc(C(=O)Nc2c(C)nn(Cc3ccc(Cl)cc3)c2C)no1,3.2,14.5,7.0,1.3,-9.2,-8.1,-14.3,0.0,-1.1,-5.3,1.1
CCn1c(=O)c([N+](=O)[O-])c(NCC2CCCO2)c2ccccc21 (stereo not drawn),-3.8,3.1,2.9,13.6,10.2,12.2,-3.3,9.6,5.2,-9.2,0.8
COc1ccc(C2CC(c3ccccc3)=NN2C(=O)c2ccc(Cl)c([N+](=O)[O-])c2)cc1 (stereo not drawn),-15.6,-3.9,23.8,0.5,44.5,-39.9,27.8,6.0,3.4,6.8,-11.4
NS(=O)(=O)c1ccc(CCNC(=O)COC(=O)C2CCCN2C(=O)c2cccs2)cc1 (stereo not drawn),-5.0,8.8,-7.6,2.0,-2.1,1.2,3.4,19.6,-13.7,5.8,-25.6
COCCNC(=O)C1CC(c2cccc(F)c2)=NO1 (stereo not drawn),-2.8,-5.2,-9.5,4.6,-4.5,-8.7,-2.2,1.1,-10.7,9.4,-13.6
CCC(=O)Nc1ccc(C(=O)n2ccc(C)n2)cc1,2.7,-3.7,-10.1,-6.2,-2.1,-1.1,2.7,-19.9,-2.1,6.1,-7.2
CCOc1ccc(-c2nc[nH]c2[N+](=O)[O-])cc1,-3.5,-8.9,12.2,16.2,-0.7,-8.9,-1.0,5.3,18.4,15.1,13.8
Cc1oc(-c2ccccc2Cl)nc1CS(=O)(=O)CC(=O)NCCN1CCOCC1,10.1,14.0,-14.3,8.8,-5.6,-5.9,-42.6,-6.8,-13.8,4.0,11.0
C/C(=N/NC(=O)CNC(=O)COc1cccc(C)c1)c1ccco1,-8.4,8.8,5.1,3.1,2.6,8.8,8.5,-15.7,13.5,3.7,15.7
O=C(OCCCOC(=O)c1ccc(O)cc1)c1ccc(O)cc1,-0.4,-7.8,3.6,-14.1,6.5,16.8,-2.5,15.7,-11.3,4.2,6.0
O=C(Nc1oc2ccccc2c(=O)c1-c1ccc(Cl)cc1)c1ccco1,.,-18.7,-12.5,-12.3,-28.5,-10.2,7.4,-1.3,-0.1,5.5,5.1
O=C(Nc1ccn(CCCNCc2cccc3ccccc23)c(=O)n1)OCc1ccccc1,0.4,6.0,-19.5,-7.6,-12.7,-5.3,7.3,7.7,-7.0,-0.7,-5.6
O=C1c2cccc(OCC(=O)N3CCCc4ccccc43)c2CCN1Cc1ccccc1,15.2,0.4,-17.2,27.6,5.9,-10.0,-15.2,-4.9,8.5,9.9,17.0
O=C(NCc1cc(C(F)(F)F)ccc1Cl)c1cccc2c1C(=O)c1ccc(N3CCOCC3)cc1S2(=O)=O,1.8,4.9,48.0,-7.3,-15.9,10.1,18.6,23.1,5.1,-14.7,-8.0
Cn1c(=O)c2c(ncn2CC(=O)OCC(=O)c2ccc(F)c(F)c2)n(C)c1=O,3.7,10.7,5.2,-11.9,-1.3,-12.7,-1.7,9.4,-76.9,10.1,3.0
Cc1ccc(C(=O)OCC(=O)N(C)C2CCS(=O)(=O)C2)cc1S(=O)(=O)N1CCOCC1 (stereo not drawn),-2.3,-3.9,-8.4,-6.2,8.4,22.9,-7.9,5.6,-11.8,7.3,-22.8
CC(=O)NC(c1cccc(F)c1)c1nc(-c2ccc3ccccc3c2)cs1 (stereo not drawn),.,9.7,14.8,-10.8,1.2,-21.7,-9.6,-7.6,-18.8,-13.7,-7.0
CC(=O)c1ccc(OC(=O)COc2ccccc2Cl)cc1,0.6,4.7,3.4,11.1,10.1,-0.9,-2.4,6.7,8.8,-11.8,13.2
CCOc1ccc(NC(=O)C2CCCN2S(=O)(=O)c2ccc(OCC)cc2)cc1 (stereo not drawn),-1.8,-1.0,0.3,-13.8,26.2,-18.3,0.4,0.6,-26.1,2.8,-6.8
COc1ccc(C(=O)NC(=S)Nc2ccc(CN3CCCCC3)cc2)cc1Cl,-42.2,-6.2,4.7,-4.3,-10.5,-16.2,6.5,0.2,-8.0,-5.9,13.6
COc1ccc(C(=O)C2CCCN(C(=O)c3ccc(F)cc3)C2)cc1OC (stereo not drawn),6.2,0.5,-12.6,16.3,7.9,32.4,15.4,-17.7,9.8,-5.5,-35.8

Looked up above.
NCOA1 inh with CCN1CCN(c2nc(SC)nc3sc4c(c23)CC(C)(C)OC4)CC1 → 4.2
NCOA3 inh with O=C(NCc1cc(C(F)(F)F)ccc1Cl)c1cccc2c1C(=O)c1ccc(N3CCOCC3)cc1S2(=O)=O → -8.0
TROY NFkB inh with O=C(OCCCOC(=O)c1ccc(O)cc1)c1ccc(O)cc1 → 15.7

An excerpt; rates above refer to the full screens.
